CSN deneddyl inh: blocks human CSN-mediated cullin deneddylation; Q92905; Purified CSN, SCF-Nedd8-OG deneddylation, fluorescence polarization; inhibition, % at 12.5 µM; actives 0.38% (n = 360,000); AID 651999;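 active means pattern-corrected inhibition above about 35%, with an unprinted fluorescence ratio check between 0.5 and 1.5, limit read from the data, passing the limit was not always enough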;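 further: 0% = enzyme with substrate and 100% = substrate without enzyme; some results filed as inactive read as strong as hits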
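Assay system: purified human Csn5 enzyme expressed in HEK293T cells; measure: % inhibition; also added: SCFSkp2-Nedd8OG substrate at 10 nM final; technique: fluorescence polarization; times: reaction 90 min, room temperature; medium: Tris buffer pH 7.5, NaCl, DTT, Tween-20, trehalose, ovalbumin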
Scp1 inh: blocks human Scp-1 phosphatase activity; actives 0.88% (n = 340,000); inhibition, % at 20 µM; Recombinant Scp1, phosphopeptide, malachite green phosphate absorbance; Q9GZU7;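 active means inhibition above about 50% at 20 µM, limit read from the data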;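 further: plate controls were DMSO wells with enzyme for no effect and wells lacking enzyme for full effect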
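Incubation: 45 min enzyme reaction at room temperature / System: truncated SCP-1 phosphatase (76-261aa) / Reagent: Phospho 17-mer peptide substrate / Buffer or medium: Acidic Tris acetate buffer with magnesium and detergent / Signal: absorbance at 630 nm / Doses: one concentration, 20 µM, with 1.0% DMSO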
MLLE-PAM2 inh: inhibitors of microRNA-mediated deadenylation, human PABP1 MLLE binding | actives 0.36% (n = 360,000) | GST-MLLE / FITC-PAM2 fluorescence polarization | P11940 | inhibition, % at 20 µM; in the data active means inhibition above about 35%, passing the limit was not always enough;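 further: plate controls were DMSO wells with GST-MLLE for no effect and wells lacking GST-MLLE protein for full effect; some results filed as inactive read as strong as hits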
Target sequence (P11940 whole entry, looked up): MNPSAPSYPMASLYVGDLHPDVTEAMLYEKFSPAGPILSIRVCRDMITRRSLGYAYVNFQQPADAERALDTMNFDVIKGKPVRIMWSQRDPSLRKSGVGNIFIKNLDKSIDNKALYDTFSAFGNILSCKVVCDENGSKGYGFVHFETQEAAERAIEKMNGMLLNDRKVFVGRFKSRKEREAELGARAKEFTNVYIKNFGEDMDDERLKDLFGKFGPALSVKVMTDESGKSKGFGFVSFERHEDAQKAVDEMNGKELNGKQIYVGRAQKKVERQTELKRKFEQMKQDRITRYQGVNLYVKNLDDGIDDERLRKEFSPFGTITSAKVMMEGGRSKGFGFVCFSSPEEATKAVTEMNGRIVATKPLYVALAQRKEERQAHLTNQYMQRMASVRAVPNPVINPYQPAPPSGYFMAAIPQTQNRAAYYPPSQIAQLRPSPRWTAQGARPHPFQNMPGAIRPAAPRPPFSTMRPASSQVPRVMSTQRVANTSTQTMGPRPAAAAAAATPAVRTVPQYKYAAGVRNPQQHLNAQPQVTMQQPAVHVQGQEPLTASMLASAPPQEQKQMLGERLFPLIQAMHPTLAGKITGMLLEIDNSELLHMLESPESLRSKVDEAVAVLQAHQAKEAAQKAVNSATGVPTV
STEP block: inhibitors of human striatal-enriched phosphatase STEP | recombinant STEP, OMFP fluorogenic substrate, fluorescence | AID 588621 | inhibition, % at 20 µM | P54829 | actives 0.25% (n = 360,000);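 active means inhibition at 20 µM, scaled per plate between control wells, above about 37%, limit read from the data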;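 further: 0% = DMSO with enzyme and substrate and 100% = substrate only without enzyme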
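Measure: Control-normalized % inhibition with plate pattern correction | Test system: STEP phosphatase, cell-free reaction | Medium: pH 6.0 Bis-Tris with DTT and Tween 20 | Technique: Fluorescence, 480/540 nm | Times: Reaction 20 min, ambient temperature | Doses: Single compound dose of 20 µM, 1% DMSO final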
DNMT1 inh: blocks human DNA methyltransferase DNMT1 | P26358 | inhibition (reported as % activation of signal), % at 10 µM | actives 0.83% (n = 360,000) | DNMT1 molecular beacon, Hinp1I cleavage, fluorescence | AID 588458; in the data active means inhibition above about 50%
Tb MetRS inh: blocks T. brucei methionyl-tRNA synthetase activity. purified T. brucei MetRS, ATP depletion, Kinase-Glo luminescence. inhibition, % at 11.9 µM. actives 0.4% (n = 360,000). AID 624268;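 active means inhibition above a per-plate cutoff of the control wells' mean inhibition plus 3 SD, cut at about 5.5% in these data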;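 further: 0% = DMSO wells median and 100% = median of wells with control inhibitor compound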
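assay system = parasite MetRS enzyme | timing = 15 min preincubation, 2 h reaction, all 25 °C | evaluation = percent inhibition relative to median high and low control wells | medium = HEPES buffer containing pyrophosphatase, BSA, spermine, DTT | compound = single dose, 11.9 µM final nominal, 0.9% final DMSO | detection = Kinase-Glo luminescence, ATP depletion format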
LMPTP block: blocks human LMPTP phosphatase; P24666; recombinant LMPTP-A, OMFP fluorogenic substrate, fluorescence intensity; inhibition, % at 20 µM; actives 0.22% (n = 360,000); AID 651560;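 active means compounds that cut the enzyme signal by at least half of the control window in the single-dose screen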;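 further: plate controls were DMSO wells with enzyme plus substrate for no effect and substrate without enzyme for full effect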
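Test system: LMPTP-A phosphatase enzyme. Amount: LMPTP-A at 0.625 nM final in the reaction. Reagent: OMFP substrate, 400 µM final. Times: 50 min at room temperature. Signal: endpoint fluorescence intensity from OMFP dephosphorylation. Read-out basis: % inhibition. Benchmarks: no-enzyme and uninhibited controls.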
NadD inh: inhibitors of Staphylococcus aureus NadD; purified NadD enzyme, colorimetric absorbance read-out; actives 0.78% (n = 360,000); AID 602399; inhibition, % at 20 µM; in the data active means inhibition above about 26%; further: some compounds past the cut are filed as inactive
Rpn11 block: inhibitors of human proteasome Rpn11 | O00487 | human 26S proteasome, Ub4-pepOG fluorescence polarization; 20S core pre-blocked with epoxomicin | calls only at 20 µM | actives 0.59% (n = 360,000);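 active means inhibition at 20 µM, scaled to each plate's controls, above about 33%, limit read from the data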
Target sequence (O00487 whole entry, looked up): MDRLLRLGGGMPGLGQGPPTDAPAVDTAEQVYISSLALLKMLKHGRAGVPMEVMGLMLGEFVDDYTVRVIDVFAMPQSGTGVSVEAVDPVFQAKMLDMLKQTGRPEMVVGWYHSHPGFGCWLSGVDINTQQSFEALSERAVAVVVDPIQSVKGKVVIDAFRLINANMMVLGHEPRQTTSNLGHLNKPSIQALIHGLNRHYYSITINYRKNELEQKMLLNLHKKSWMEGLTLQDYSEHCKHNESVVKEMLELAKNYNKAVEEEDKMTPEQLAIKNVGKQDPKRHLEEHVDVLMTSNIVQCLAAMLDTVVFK
SUMO1 PPI mod: SUMO1-SIM interaction modulation; P63165; SUMO1 binding to a labelled peptide, TR-FRET, 1 h; inhibition, % at 20 µM; actives 0.33% (n = 360,000); AID 602429; in the data active means inhibition above about 37%
Target sequence (P63165 whole entry, looked up): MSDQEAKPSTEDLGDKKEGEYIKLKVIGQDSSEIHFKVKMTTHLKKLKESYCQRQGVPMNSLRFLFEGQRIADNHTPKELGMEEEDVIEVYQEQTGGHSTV
The depositor's hits bear a star; i = inactive; nt = no result given.

[1] CCN(C(=O)COC(=O)/C(=C/c1ccccc1)NC(C)=O)c1c(N)n(Cc2ccccc2)c(=O)[nH]c1=O
[2] CN(C(=O)CN1C(=O)c2ccc([N+](=O)[O-])cc2C1=O)C1CCCCC1
[3] O=C(COC(=O)CCc1ccccc1)NNC(=O)c1ccccc1
[4] CC12CCC(=O)N1C(C(=O)Nc1cc(Cl)ccc1N1CCCC1)CS2 (stereo not drawn)
[5] O=C1CC(=O)Nc2cc(S(=O)(=O)N3CCN(c4cccc(C(F)(F)F)c4)CC3)ccc2N1
[6] COc1cccc(-n2nnnc2SCC(=O)Nc2ccc(OC)cc2OC)c1
[7] C/C(=N\Nc1cccc(Cl)c1)c1ccncc1
[8] Cn1ccc(=S)c2ccccc21
[9] CCOC(=O)N1CCC(N(CCN(C)C)C(=S)Nc2cccc(C)c2)CC1
[10] C/C=C(/C)C(=O)O[C@@H]1c2cc3c(c(OC)c2-c2c(cc(OC)c(OC)c2OC)[C@@H](OC(C)=O)[C@@H](C)[C@H]1C)OCO3

compound no.	1	2	3	4	5	6	7	8	9	10
CSN deneddyl inh	4	1	-2	1	4	-1	9	2	-9	3
Scp1 inh	-2	3	-4	-2	-4	3	1	5	-3	-8
MLLE-PAM2 inh	-15	-6	-12	16	-5	5	9	16	10	-6
STEP block	-3	3	2	-3	1	2	-4	1	-4	1
DNMT1 inh	0	-1	9	-1	1	3	-12	-5	-7	-7
Tb MetRS inh	-0.5	-0.3	-0.3	-0.4	-0.9	-0.2	0.5	-0.4	0.2	-0.2
LMPTP block	-0.8	-1.4	-0.9	-0.7	-1.1	-0.8	0.9	-2.0	-8.6	1.2
NadD inh	5	-3	-2	-3	2	-2	-8	6	-1	-4
Rpn11 block	i	i	i	i	i	i	i	i	i	i
SUMO1 PPI mod	-4	-31	-1	0	2	3	-6	-13	-1	8

[11] Cc1cc(C)c(O)c(-c2cc(C(=O)Nc3ccc(S(=O)(=O)N4CCOCC4)cc3)[nH]n2)c1
[12] COc1ccc(OC)c(NC(=O)CSc2nccn2Cc2ccco2)c1
[13] COC(=O)c1cc2cc(Cl)ccc2nc1SC
[14] Cc1oc(-c2ccccc2Cl)nc1CSc1nc2c(c(=O)[nH]1)CCCC2
[15] COc1cc(OC)c2ccc(=O)oc2c1C(CC(=O)N1CCN(c2ccccc2)CC1)c1ccc2c(c1)OCO2 (stereo not drawn)
[16] Cc1ccccc1NS(=O)(=O)c1ccc2c(c1)oc(=O)n2C
[17] CC(Sc1nncn1C)C(=O)Nc1nnc(-c2ccccc2)s1 (stereo not drawn)
[18] CSC1=N/C(=C/c2cccnc2)C(=O)N1Cc1ccccc1
[19] Cc1ccc(C)c(N)c1
[20] CC(=O)NC(C)(C)C1CC=C(C)/C(=N\O)C1 (stereo not drawn)

compound no.	11	12	13	14	15	16	17	18	19	20
CSN deneddyl inh	4	1	-1	-4	2	1	-1	2	8	-1
Scp1 inh	-11	-5	3	3	18	-1	-5	-2	-3	-7
MLLE-PAM2 inh	-6	-23	-2	4	-3	-2	4	-23	12	4
STEP block	0	0	-2	3	0	0	-1	3	-2	1
DNMT1 inh	-20	1	1	-1	5	1	3	-7	-1	0
Tb MetRS inh	4.5	0.8	-0.7	0.9	-0.3	-0.2	-0.2	-0.1	-1.1	-0.5
LMPTP block	4.0	-0.1	0.5	2.3	1.3	-0.9	-0.9	0.0	-0.4	-1.8
NadD inh	5	-4	-3	2	20	-5	1	5	-1	-8
Rpn11 block	i	i	i	i	i	i	i	i	i	i
SUMO1 PPI mod	15	2	-114	-1	-1	6	8	-13	7	0

[21] CCOc1ccc2c(c1)C(c1ccccc1)=NNC(c1ccccc1)=N2
[22] CCn1cc(C(=O)O)c(=O)c2cc(F)c(N3CCN(C(=S)NC(=O)c4cccc(F)c4)CC3)cc21
[23] C=CCNC(=S)N/N=C/c1ccc(C)cc1C
[24] CC(C)(C)c1cc(-c2csc(Nc3ccccc3)[n+]2Cc2ccc(C(=O)O)cc2)cc(C(C)(C)C)c1O
[25] O=C(CN1C(=O)NC2(CCCCC2)C1=O)Nc1ccc(Cl)cc1
[26] C[n+]1ccc(CC2C(=[N+]([O-])[O-])C=Nc3ncnn32)cc1 (stereo not drawn)
[27] Cn1c(=O)n(C)c2cc([N+](=O)[O-])c(N3CCN(S(C)(=O)=O)CC3)cc21
[28] COc1cc(C(=O)NCC(=O)OCc2cc(=O)oc3c(C)c(C)ccc23)cc(OC)c1OC
[29] O=C(COC(=O)C12CC3CC(CC(C3)C1)C2)NCc1ccccc1
[30] COc1ccc(OC)c(NC(=O)C2(C)CCN2CCc2ccccc2)c1 (stereo not drawn)

compound no.	21	22	23	24	25	26	27	28	29	30
CSN deneddyl inh	0	-7	-2	0	-1	1	-12	-3	2	0
Scp1 inh	-5	-25	2	17	-5	-7	6	-15	-2	nt
MLLE-PAM2 inh	-4	-22	10	-10	-5	-2	15	-14	-4	-22
STEP block	6	-2	-1	12	1	-1	-3	-2	-3	4
DNMT1 inh	-3	2	1	19	-1	-11	3	2	6	3
Tb MetRS inh	-0.1	-0.7	-0.2	0.0	1.3	-0.1	-1.4	-0.8	-0.2	0.5
LMPTP block	0.9	66*	-0.3	1.3	-0.7	0.3	-0.6	0.3	0.1	0.9
NadD inh	7	5	-1	66*	-1	-8	2	-3	-6	-8
Rpn11 block	i	i	i	i	i	i	i	i	i	i
SUMO1 PPI mod	-1	4	-3	42*	-2	-8	-19	-1	12	5

[31] CC(=O)Nc1ccc(S(=O)(=O)NCc2csc(-c3cccnc3)n2)cc1
[32] Cc1cccn2c(NC(=O)c3ccccc3F)c(-c3ccccc3)nc12
[33] CCCNC(=S)N1CCC(NC(=O)c2ccc(OC)cc2)CC1
[34] O=C(Nc1ccc(S(=O)(=O)NCC2CCCO2)cc1)C1CC(=O)N(c2ccccc2)C1 (stereo not drawn)
[35] COc1ccccc1-n1cc(C(=O)N2CCCC(CO)(Cc3ccccc3C)C2)cn1 (stereo not drawn)
[36] Cc1noc(C)c1S(=O)(=O)N(C)C[C@H]1Oc2ccc(NC(=O)NC3CCCCC3)cc2C(=O)N([C@H](C)CO)C[C@@H]1C
[37] CS(=O)(=O)N(CC(=O)NC1CCCCC1)c1cccc(F)c1
[38] O=C(CN1/C(=C(/O)c2ccccc2)C(=O)c2ccccc2S1(=O)=O)c1ccccc1
[39] C/C(=N/NC(=O)CSc1nc2ccccc2n1C)c1ccco1
[40] COC(=O)C1CSc2[nH]c(=O)sc2C1c1ccc(O)c(OC)c1 (stereo not drawn)
[41] COc1ccc(C(=O)N2CCCC(C)(C(=O)NS(=O)(=O)C3CC3)C2)cc1 (stereo not drawn)
[42] O=S(=O)(c1ccccc1)N1CCc2ccccc2C1
[43] OC(CN1CC=C(/C=C/c2ccc(Br)cc2)CC1)c1ccccc1 (stereo not drawn)

compound no.	31	32	33	34	35	36	37	38	39	40	41	42	43
CSN deneddyl inh	-4	0	-4	4	9	-4	2	-2	0	-4	-1	-1	6
Scp1 inh	4	-4	2	-9	-3	0	-4	-19	-6	-3	nt	-5	6
MLLE-PAM2 inh	-6	-4	-141	-1	8	-4	27	15	-8	27	-4	0	0
STEP block	-4	-1	-2	0	0	0	2	0	0	0	-4	0	1
DNMT1 inh	3	2	2	2	1	-1	1	1	0	-1	2	2	3
Tb MetRS inh	-1.2	0.7	-1.2	0.0	0.0	-0.4	-0.2	-0.8	-0.6	-0.5	0.3	-0.2	0.2
LMPTP block	-2.6	0.5	0.0	-1.0	0.9	0.9	-0.2	0.2	0.7	-1.6	-1.7	-0.4	1.1
NadD inh	-1	-4	0	3	-7	6	1	7	-6	-3	-3	-2	-1
Rpn11 block	i	i	i	i	i	i	i	i	i	i	i	i	i
SUMO1 PPI mod	-8	0	-2	1	1	3	3	0	-10	2	-2	-3	-18

Nine entries already listed, sorted by length of the SMILES, descending:
[36] Cc1noc(C)c1S(=O)(=O)N(C)C[C@H]1Oc2ccc(NC(=O)NC3CCCCC3)cc2C(=O)N([C@H](C)CO)C[C@@H]1C
[38] O=C(CN1/C(=C(/O)c2ccccc2)C(=O)c2ccccc2S1(=O)=O)c1ccccc1
[41] COc1ccc(C(=O)N2CCCC(C)(C(=O)NS(=O)(=O)C3CC3)C2)cc1 (stereo not drawn)
[35] COc1ccccc1-n1cc(C(=O)N2CCCC(CO)(Cc3ccccc3C)C2)cn1 (stereo not drawn)
[31] CC(=O)Nc1ccc(S(=O)(=O)NCc2csc(-c3cccnc3)n2)cc1
[32] Cc1cccn2c(NC(=O)c3ccccc3F)c(-c3ccccc3)nc12
[43] OC(CN1CC=C(/C=C/c2ccc(Br)cc2)CC1)c1ccccc1 (stereo not drawn)
[37] CS(=O)(=O)N(CC(=O)NC1CCCCC1)c1cccc(F)c1
[33] CCCNC(=S)N1CCC(NC(=O)c2ccc(OC)cc2)CC1

compound no.	36	38	41	35	31	32	43	37	33
CSN deneddyl inh	-4	-2	-1	9	-4	0	6	2	-4
Scp1 inh	0	-19	nt	-3	4	-4	6	-4	2
MLLE-PAM2 inh	-4	15	-4	8	-6	-4	0	27	-141
STEP block	0	0	-4	0	-4	-1	1	2	-2
DNMT1 inh	-1	1	2	1	3	2	3	1	2
Tb MetRS inh	-0.4	-0.8	0.3	0.0	-1.2	0.7	0.2	-0.2	-1.2
LMPTP block	0.9	0.2	-1.7	0.9	-2.6	0.5	1.1	-0.2	0.0
NadD inh	6	7	-3	-7	-1	-4	-1	1	0
Rpn11 block	i	i	i	i	i	i	i	i	i
SUMO1 PPI mod	3	0	-2	1	-8	0	-18	3	-2

Assay outcomes: PubChem BioAssay, several laboratories
